# High-throughput results deposited in PubChem BioAssay by Sanford-Burnham Center for Chemical Genomics.
# SENP7 inh: inhibitors of human SENP7 protease; Q9BQF6; recombinant SENP7, Z-RLRGG-aminoluciferin luminescence, 40 min; inhibition, % at 5 µM; hit rate 1.5% among 330,000; AID 434973;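 active = inhibition above about 50% at the single test dose, limit read from the data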;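 also: plate controls were DMSO with enzyme for no effect and no enzyme buffer wells for full effect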
# Target sequence (Q9BQF6 706-1050 limits assumed): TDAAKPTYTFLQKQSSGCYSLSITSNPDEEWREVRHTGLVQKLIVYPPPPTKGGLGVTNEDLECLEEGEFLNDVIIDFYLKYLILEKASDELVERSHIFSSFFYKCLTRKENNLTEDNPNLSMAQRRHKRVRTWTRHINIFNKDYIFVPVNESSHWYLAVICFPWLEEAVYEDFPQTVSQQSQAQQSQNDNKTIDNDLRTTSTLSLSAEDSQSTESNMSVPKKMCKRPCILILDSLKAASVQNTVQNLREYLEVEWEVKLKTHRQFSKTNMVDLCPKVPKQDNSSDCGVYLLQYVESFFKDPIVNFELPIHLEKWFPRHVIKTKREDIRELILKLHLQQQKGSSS
# A3G deaminase: inhibitors of human APOBEC3G DNA deaminase. Q9HC16. inhibition, % at 20 µM. AID 493012. recombinant A3G, ssDNA deamination FAM/TAMRA fluorescence. hit rate 0.28% among 330,000;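 active = inhibition of at least 40% at 20 µM, with no more than 30% in the related APOBEC3A deaminase screen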;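 also: plate controls were DMSO wells with A3G for no effect and wells lacking A3G enzyme for full effect; some compounds called inactive have numbers as strong as hits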
# SENP6 inh: SENP6 protease inhibition; Q9GZR1; Recombinant SENP6 catalytic domain, aminoluciferin luminescence; inhibition, % at 10 µM; hit rate 1.8% among 330,000; AID 2599;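 active = inhibition above about 50% at the single tested dose, limit read from the data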;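 also: plate controls were DMSO wells with enzyme for no effect and DMSO wells lacking enzyme for full effect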
# SENP1 inh: SENP1 (human) catalytic domain inhibition; inhibition, % at 10 µM; recombinant SENP1 catalytic domain, CyPet-SUMO1-YPet FRET cleavage; hit rate 0.21% among 360,000; Q9P0U3;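 active = inhibition at least 30% at 10 µM, raw YFP signal under a set limit, fluorescence ratio 0.5 to 1.5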;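 also: 0% = enzyme with DMSO and 100% = no enzyme wells; some results filed as inactive read as strong as hits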
# Target sequence (Q9P0U3 419-644 limits assumed): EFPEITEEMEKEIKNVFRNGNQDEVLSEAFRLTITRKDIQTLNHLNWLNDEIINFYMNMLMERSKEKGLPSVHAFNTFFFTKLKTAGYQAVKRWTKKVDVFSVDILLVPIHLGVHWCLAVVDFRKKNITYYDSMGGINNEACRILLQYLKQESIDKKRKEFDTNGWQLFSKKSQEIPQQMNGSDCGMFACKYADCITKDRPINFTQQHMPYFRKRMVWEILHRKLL
#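 Test system: human SENP1 catalytic domain; medium: Tris pH 8 buffer plus EDTA, NaCl, BME, BSA, NP40, catalase; incubation: 50 min reaction at room temperature; technique: FRET, CFP and YFP emission; controls: no-enzyme low control and enzyme-plus-DMSO high control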
# UBC13 inh: blocks human UBC13 polyubiquitin chain formation; hit rate 0.47% among 330,000; TR-FRET; P61088; inhibition, % at 20 µM; in the data active = inhibition above about 45%, passing the limit was not always enough
# Target sequence (P61088 whole entry, looked up): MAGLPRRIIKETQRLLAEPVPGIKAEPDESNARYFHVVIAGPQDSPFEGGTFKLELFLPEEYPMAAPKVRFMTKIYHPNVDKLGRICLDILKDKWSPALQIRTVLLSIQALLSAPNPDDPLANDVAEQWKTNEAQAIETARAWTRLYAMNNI
# SENP8 block-1: SENP8 protease inhibition; Q96LD8; purified SENP8, Z-RLRGG-aminoluciferin cleavage, luminescence; inhibition, % at 10 µM; hit rate 1.2% among 330,000; AID 2540; in the data active = inhibition above about 50%
# Target sequence (Q96LD8 whole entry, looked up): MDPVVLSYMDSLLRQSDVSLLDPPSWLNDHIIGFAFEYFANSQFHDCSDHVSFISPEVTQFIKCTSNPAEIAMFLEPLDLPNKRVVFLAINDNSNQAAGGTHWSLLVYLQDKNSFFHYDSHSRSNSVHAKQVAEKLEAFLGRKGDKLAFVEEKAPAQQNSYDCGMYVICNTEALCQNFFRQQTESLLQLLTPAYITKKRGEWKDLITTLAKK
# Apaf-1 inh: inhibitors of human Apaf-1 apoptosome | reconstituted apoptosome caspase-3 activity, DEVD-Rh110 fluorescence | inhibition, % at 20 µM | hit rate 0.71% among 330,000; active = inhibition of at least 40% at 20 µM;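 also: plate controls were DMSO wells for no effect and DEVD-CHO caspase inhibitor wells for full effect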
#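 System: Apoptosome proteins | Medium: Hepes pH 7.5 with detergent and BSA | Also added: Cytochrome c trigger plus (Z-DEVD)2-Rh110 caspase-3 substrate | Incubation: 30 min compound preincubation, 50 min activation, room temperature | Detection: Rhodamine 110 fluorescence at Ex 480/Em 540 nm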
# SENP8 block-2: SENP8 (human) protease inhibition | AID 602440 | recombinant SENP8, Nedd8 substrate fluorescence | hit rate 0.64% among 360,000 | Q96LD8 | inhibition, % at 20 µM; in the data active = inhibition mostly above about 40%, no sharp cut-off; inactive = mostly below about 27%
# * = called active by the depositor.
1. O=C1CCNc2c(Cl)cc(Cl)cc21
2. COc1ccc(S(=O)(=O)NC(CC(=O)NC2CCCC2)c2ccco2)cc1 (configuration not stated)
3. Cc1cccc(Nc2ccc(C(=O)O)cc2[N+](=O)[O-])c1C
4. COC(=O)c1cc(Br)c(=O)n(-c2ccccn2)c1
5. CCSc1ncc(Cl)c(C(=O)Nc2ccccc2F)n1
6. COc1cc(C(=O)Nc2ccc(NC(=O)C(C)C)nc2)cc(OC)c1OC
7. O=C(CSc1ncn[nH]1)c1ccc2c(c1)OCO2
8. Cc1sc2nc(CC(N)=O)[nH]c(=O)c2c1-c1ccccc1

Compound,1,2,3,4,5,6,7,8
SENP7 inh,-1.9,-7.4,6.4,-2.3,0.6,6.7,-9.8,-3.6
A3G deaminase,-8.3,-8.8,-3.3,-5.9,-1.1,-1.0,-7.0,-0.3
SENP6 inh,-8.5,5.4,-4.2,5.1,-4.8,2.1,1.1,-6.7
SENP1 inh,-39.2,0.9,4.9,-0.5,0.3,-0.9,0.3,-0.4
UBC13 inh,8.3,2.5,-29.4,3.9,3.2,7.3,-3.0,2.9
SENP8 block-1,-0.9,-0.3,-7.4,-12.6,6.4,-7.2,-13.2,-4.6
Apaf-1 inh,-9.3,-19.0,6.5,10.1,2.7,0.2,-1.4,6.0
SENP8 block-2,-305.2,18.7,28.5,-4.8,3.4,10.7,24.4,0.9

9. CC1(C)N=C(c2ccc(Cl)cc2)C(=O)N1
10. CC(OC(=O)CN(C)S(=O)(=O)c1ccc(Cl)cc1)C(=O)Nc1cccc(Cl)c1 (configuration not stated)
11. Nc1ncnc2c1ncn2[C@@H]1O[C@H](CO)[C@@H](O)[C@@H]1O
12. Cc1ccc(CSc2nn3c(=O)c(C)nnc3s2)cc1
13. O=C(c1cnn2c(C(F)(F)F)cc(-c3ccc4c(c3)OCO4)nc12)N1CCCCC1
14. CCOC(=O)c1cn(-c2c(C)n(C)n(-c3ccccc3)c2=O)c2c(F)c(F)c(F)cc2c1=O
15. COc1ccc(C(=O)NC(=O)CSc2n[nH]c(N)n2)cc1
16. CN1CCN(CCC(=O)N/N=C/c2cc([N+](=O)[O-])ccc2O)CC1

Compound,9,10,11,12,13,14,15,16
SENP7 inh,1.9,3.7,10.0,1.8,-0.5,-7.3,0.1,2.0
A3G deaminase,-1.5,-6.0,-3.5,-0.5,-0.1,-3.8,-3.4,-5.5
SENP6 inh,-11.1,1.9,-4.5,2.8,-3.0,-0.1,0.8,-4.9
SENP1 inh,4.2,0.3,-1.4,1.3,-21.2,0.4,0.2,5.2
UBC13 inh,11.2,11.6,-9.6,7.0,-11.8,1.7,-3.0,-14.4
SENP8 block-1,-2.9,2.1,1.1,5.2,-7.0,-3.1,2.1,-0.3
Apaf-1 inh,-32.6,3.4,-4.8,-3.0,16.4,-20.4,-2.3,-3.0
SENP8 block-2,5.8,18.4,8.7,11.4,-258.3,32.3,10.7,15.4

17. O=C(COc1ccccc1F)NCc1ccc(-n2cccc2)cc1
18. CCOc1ccccc1N(C)S(=O)(=O)c1ccc2[nH]cc(C(=O)N(CCOC)CCOC)c(=O)c2c1
19. Cc1nc([N+](=O)[O-])c(NCCCO)n1Cc1ccccc1
20. C=CCc1ccc(OCCn2cccc2C=O)c(OC)c1
21. COc1ccccc1CNC(=O)CCNS(=O)(=O)c1cc(Br)cnc1N
22. COc1ccc(-c2cc3c(=O)n(CC(=O)Nc4ccc(C(C)=O)cc4)ncn3n2)cc1
23. O=C(CC1C(=O)NCCN1C(=O)Nc1ccc(F)cc1F)Nc1ccc(F)cc1 (configuration not stated)
24. C/C(=N\NS(=O)(=O)c1ccccc1)c1ccc2c(c1)OCCO2

Compound,17,18,19,20,21,22,23,24
SENP7 inh,-5.2,-4.5,10.5,9.2,3.5,-1.7,-5.0,3.0
A3G deaminase,-3.6,-9.2,-2.6,-7.1,2.1,-1.1,-4.1,-0.8
SENP6 inh,-4.7,5.1,-4.8,-6.5,5.9,10.9,-12.7,9.1
SENP1 inh,-0.4,-1.8,1.9,0.4,-1.1,3.8,0.4,0.9
UBC13 inh,-2.8,-4.1,-3.2,9.0,-3.2,-2.7,-7.2,4.4
SENP8 block-1,-6.2,6.5,-8.1,-7.1,4.7,6.2,-6.5,3.3
Apaf-1 inh,12.9,-3.7,1.8,0.0,-8.6,13.6,-7.9,2.4
SENP8 block-2,1.8,-98.9,0.7,5.0,-44.6,-78.8,6.1,2.8

25. CCOC(=O)N1CCC(NC(=O)c2ccc(OC)c(CN3CC(=O)N4CCCC4C3=O)c2)CC1 (configuration not stated)
26. CCOC(=O)C1(CCOc2ccccc2)CCN(Cc2ccc(COC)o2)CC1
27. O=C1Nc2ccc(Cl)cc2C(C#CC2CC2)(C(F)(F)F)O1 (configuration not stated)
28. Cc1cccc(-n2nc3c(c2NC(=O)C(C)C)CS(=O)(=O)C3)c1C
29. COc1ccc(/C(C)=N/N=C2/NC(=O)CC(C(=O)O)S2)cc1F (configuration not stated)
30. NC(=O)c1ccccc1NC(=O)/C=C/c1c(Cl)cccc1Cl
31. Cc1ccc2c(CC(=O)NC3CCS(=O)(=O)C3)coc2c1C (configuration not stated)
32. O=C(CSCC(=O)N1CCCc2ccccc21)Nc1nc(-c2ccccc2)cs1

Compound,25,26,27,28,29,30,31,32
SENP7 inh,3.2,-5.4,2.6,0.2,-4.6,45.2,-3.9,-8.4
A3G deaminase,-3.3,-0.4,-6.5,-6.6,1.6,-5.7,-2.1,-11.5
SENP6 inh,-9.3,6.6,-2.3,-12.3,-29.1,52.5*,-1.0,-17.8
SENP1 inh,-1.0,-1.9,-0.3,1.9,0.6,1.0,-0.9,2.6
UBC13 inh,-0.8,-12.4,7.9,6.3,-16.2,5.1,3.7,4.7
SENP8 block-1,9.2,0.2,7.0,1.0,-5.7,-6.9,-6.7,-7.8
Apaf-1 inh,4.0,-12.3,10.2,1.5,-16.7,12.2,-9.2,30.4
SENP8 block-2,-2.8,9.1,4.8,8.2,11.1,3.2,4.4,9.7

33. CCOC(=O)c1cc2cc(C)ccc2[nH]1
34. Cc1ccc(-c2nc3ncccc3o2)cc1NC(=O)c1cccnc1
35. Cc1nc2oc(C(=O)c3ccc(Br)cc3)c(N)c2c2c1COC(C)(C)C2
36. CC1=C(C(=O)Nc2cc(C(=O)N3CCC(C)CC3)ccc2C)SCCO1
37. Cc1c(CC(=O)NCC(C)C)c(=O)oc2cc3c(cc12)CCC(C)(C)O3
38. CCOc1ccc(C(=O)NC(C)C2COc3ccccc3O2)cc1 (configuration not stated)
39. Cc1cccc(-c2noc(CCc3ccccc3)n2)c1
40. NCC(c1ccccc1Cl)c1c[nH]c2ccccc12 (configuration not stated)

Compound,33,34,35,36,37,38,39,40
SENP7 inh,9.7,0.1,-8.6,-0.5,-3.0,-1.2,0.8,-21.8
A3G deaminase,0.7,-4.0,-5.6,-8.9,-9.6,-6.4,-6.0,1.4
SENP6 inh,20.2,-27.6,-20.4,-1.5,-17.0,5.0,13.3,2.4
SENP1 inh,0.7,-2.1,-46.5,1.2,-3.0,2.3,1.4,-7.2
UBC13 inh,4.9,-2.5,10.8,7.5,12.4,2.0,6.6,7.8
SENP8 block-1,-16.9,1.5,-8.1,-3.0,-3.3,-5.1,5.6,-3.7
Apaf-1 inh,12.9,-0.6,10.5,-4.9,1.9,8.0,7.7,2.3
SENP8 block-2,-237.3,5.1,-145.6,1.3,-284.8,17.1,7.1,12.1

# A draw from above in order of formula weight, falling:
32. O=C(CSCC(=O)N1CCCc2ccccc21)Nc1nc(-c2ccccc2)cs1
35. Cc1nc2oc(C(=O)c3ccc(Br)cc3)c(N)c2c2c1COC(C)(C)C2
36. CC1=C(C(=O)Nc2cc(C(=O)N3CCC(C)CC3)ccc2C)SCCO1
37. Cc1c(CC(=O)NCC(C)C)c(=O)oc2cc3c(cc12)CCC(C)(C)O3
28. Cc1cccc(-n2nc3c(c2NC(=O)C(C)C)CS(=O)(=O)C3)c1C
30. NC(=O)c1ccccc1NC(=O)/C=C/c1c(Cl)cccc1Cl
34. Cc1ccc(-c2nc3ncccc3o2)cc1NC(=O)c1cccnc1
38. CCOc1ccc(C(=O)NC(C)C2COc3ccccc3O2)cc1 (configuration not stated)
31. Cc1ccc2c(CC(=O)NC3CCS(=O)(=O)C3)coc2c1C (configuration not stated)
40. NCC(c1ccccc1Cl)c1c[nH]c2ccccc12 (configuration not stated)

Compound,32,35,36,37,28,30,34,38,31,40
SENP7 inh,-8.4,-8.6,-0.5,-3.0,0.2,45.2,0.1,-1.2,-3.9,-21.8
A3G deaminase,-11.5,-5.6,-8.9,-9.6,-6.6,-5.7,-4.0,-6.4,-2.1,1.4
SENP6 inh,-17.8,-20.4,-1.5,-17.0,-12.3,52.5*,-27.6,5.0,-1.0,2.4
SENP1 inh,2.6,-46.5,1.2,-3.0,1.9,1.0,-2.1,2.3,-0.9,-7.2
UBC13 inh,4.7,10.8,7.5,12.4,6.3,5.1,-2.5,2.0,3.7,7.8
SENP8 block-1,-7.8,-8.1,-3.0,-3.3,1.0,-6.9,1.5,-5.1,-6.7,-3.7
Apaf-1 inh,30.4,10.5,-4.9,1.9,1.5,12.2,-0.6,8.0,-9.2,2.3
SENP8 block-2,9.7,-145.6,1.3,-284.8,8.2,3.2,5.1,17.1,4.4,12.1

# Continued:
41. Cc1ccc(C2(C)NC(=O)N(CC(=O)Nc3cc(S(=O)(=O)N4CCOCC4)ccc3C)C2=O)cc1 (configuration not stated)
42. CCN(CC)CCn1c2ccccc2c2nc(C)sc21
43. COc1ccccc1NS(=O)(=O)c1cc([N+](=O)[O-])ccc1N/N=C/c1c(C)[nH]c2ccccc12
44. CCOc1ccc(-n2nnnc2SCC(=O)Nc2ccc(NC(C)=O)cc2)cc1
45. COc1ccc(OCc2cc(C(=O)NC(C)c3csc(C)n3)no2)c(Cl)c1 (configuration not stated)
46. O=C(Nc1ccc(N2CCN(C(=O)c3ccco3)CC2)cc1)c1ccc(F)cc1
47. NC(=O)c1ccc(N=Cc2c(O)ccc3ccccc23)cc1
48. COc1cc(/C=C2\SC(N)=NC2=O)ccc1OCC(=O)Nc1ccccc1C

Compound,41,42,43,44,45,46,47,48
SENP7 inh,2.4,-4.4,-16.6,-7.7,7.1,-2.5,1.7,3.3
A3G deaminase,-6.5,1.1,-6.6,-5.5,-4.1,-3.1,19.7,-3.4
SENP6 inh,1.7,-0.2,-24.6,-11.4,1.2,7.1,-0.1,12.2
SENP1 inh,0.9,0.7,-0.1,1.4,1.2,1.5,-57.8,-13.1
UBC13 inh,-1.6,-10.4,-162.0,0.4,10.9,2.3,-16.0,-38.5
SENP8 block-1,4.0,-1.5,-0.2,1.6,0.9,-3.9,-1.4,3.7
Apaf-1 inh,11.5,10.4,3.9,-11.7,-5.3,3.8,-6.2,-4.3
SENP8 block-2,-0.2,22.1,20.1,13.8,1.6,11.3,-41.9,-181.2

49. CCOC(=O)c1nnn(-c2nonc2N)c1CN(CC)CC
50. CCOc1cc(C)c(C(C)C)cc1S(=O)(=O)n1ccc(C)n1
51. Cc1ccnc(-n2c(C)cc(C=O)c2C)c1
52. Cc1ccc(NC(=O)COc2cccc(-n3cnnn3)c2)cc1S(=O)(=O)N1CCOCC1

Compound,49,50,51,52
SENP7 inh,-10.1,5.2,-9.5,-1.6
A3G deaminase,-7.9,-8.0,-3.4,-2.9
SENP6 inh,-4.2,-1.6,-2.6,13.3
SENP1 inh,2.1,0.9,-1.3,-7.1
UBC13 inh,-5.4,3.4,-11.3,-1.4
SENP8 block-1,-6.8,-2.3,-8.9,0.5
Apaf-1 inh,7.7,-1.0,-1.2,2.1
SENP8 block-2,14.7,18.3,5.3,-21.0
